High-throughput results (PubChem)
CCR6 antag = blocks CCL20-driven beta-arrestin recruitment at human CCR6; inhibition, % at 20 µM; P51684; AID 493098; 340,000 tested, 0.49% active; CHO-K1 CCR6 PathHunter beta-arrestin, luminescence, CCL20-stimulated;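 active = compounds whose inhibition of the agonist-driven luminescence signal at 20 µM reaches about 50%, limit read from the data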;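 also: cells stimulated with CCL20 at 14 nM final; plate controls were DMSO with CCL20 for no effect and DMSO without agonist for full effect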
Target sequence (P51684 whole entry, looked up): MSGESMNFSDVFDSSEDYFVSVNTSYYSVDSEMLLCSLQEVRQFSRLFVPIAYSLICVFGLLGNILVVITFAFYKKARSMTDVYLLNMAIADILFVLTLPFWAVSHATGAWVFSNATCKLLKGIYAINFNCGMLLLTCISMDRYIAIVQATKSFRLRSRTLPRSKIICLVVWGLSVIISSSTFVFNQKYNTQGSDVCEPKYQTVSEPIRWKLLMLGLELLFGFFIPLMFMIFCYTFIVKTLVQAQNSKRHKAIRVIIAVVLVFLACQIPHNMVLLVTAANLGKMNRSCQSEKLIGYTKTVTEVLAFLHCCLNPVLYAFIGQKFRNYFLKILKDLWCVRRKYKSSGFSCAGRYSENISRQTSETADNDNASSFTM
EBI2 antag = antagonists of human EBI2 receptor. EBI2 beta-arrestin recruitment, luminescence, 7a,25-OHC stimulated. inhibition, % at 5 µM. 360,000 tested, 0.81% active. AID 651636; in the data active = inhibition above about 38%;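 also: enzyme fragment complementation signal reports receptor beta-arrestin coupling in cells; 0% = agonist plus DMSO wells and 100% = wells without agonist; some results beyond the cut were filed as inactive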
tim23-1 inh = inhibits growth of tim23-1 mutant yeast. S. cerevisiae tim23-1 growth, BacTiter-Glo luminescence, 24 h. inhibition, % at 20 µM. 330,000 tested, 1.3% active;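 active = growth inhibition of the mutant yeast at or above 50%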;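 also: temperature-sensitive mutant grown at 25 °C; plate controls were DMSO-treated mutant yeast for no effect and medium wells lacking yeast for full effect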
APJ ag = APJ receptor agonism | CHO-K1 APJ PathHunter beta-arrestin, luminescence; 0% DMSO wells, 100% apelin | P35414 | activation, % at 20 µM | 330,000 tested, 0.11% active | AID 2520;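 active = activation more than six SD over the plate average, tested at 20 µM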;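 also: 0% = DMSO alone and 100% = apelin-13 at 10 nM; some results filed as inactive read as strong as hits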
Target sequence (P35414 whole entry, looked up): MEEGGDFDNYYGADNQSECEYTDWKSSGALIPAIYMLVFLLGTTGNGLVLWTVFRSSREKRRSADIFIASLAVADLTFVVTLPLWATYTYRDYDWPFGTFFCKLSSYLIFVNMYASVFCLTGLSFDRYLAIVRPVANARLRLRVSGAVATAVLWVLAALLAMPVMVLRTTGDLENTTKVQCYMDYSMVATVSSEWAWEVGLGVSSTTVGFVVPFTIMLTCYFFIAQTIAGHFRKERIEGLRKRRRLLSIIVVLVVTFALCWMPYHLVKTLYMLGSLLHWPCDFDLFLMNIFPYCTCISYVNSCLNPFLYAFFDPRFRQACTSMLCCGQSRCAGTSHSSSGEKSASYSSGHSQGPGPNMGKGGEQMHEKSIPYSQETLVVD
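Test system: CHO-K1 APJ beta-arrestin complementation cell line | Compound: Single test compound dose, 20 µM final, 1% DMSO | Incubation: Compound 90 min 25 °C, reagent 1 h | Measured by: beta-gal luminescence | Read-out basis: APJ–arrestin association signal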
CXCR6 inh = CXCR6 (human) receptor inhibition; inhibition, % at 20 µM; CHO-K1 PathHunter CXCR6 beta-arrestin, luminescence; 360,000 tested, 0.36% active; in the data active = inhibition above about 34%, passing the limit was not always enough;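 also: antagonist mode with CXCL16 agonist at 10 nM final; 0% = 10 nM CXCL16 with DMSO and 100% = unstimulated wells without agonist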
Mdm2-MdmX inh = inhibitors of human Mdm2/MdmX interaction | inhibition, % at 8 µM | SaOS-2 split-luciferase Mdm2/MdmX complementation, luminescence | 330,000 tested, 3% active | O15151+Q00987;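 active = inhibition of at least 50% at 8 µM in the primary screen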
UPR XBP1 act = activators of adaptive arm of unfolded protein response (XBP1). 330,000 tested, 0.33% active. CHO-XBP1 luciferase reporter, IRE1-XBP1 UPR activation, luminescence; percent of tunicamycin response, DMSO as zero. AID 463104. activation, % at 20 µM;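 active = versus positive control, 20 µM dose yields 30% or more activation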;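 also: 100% = tunicamycin at 10 µg/mL and 0% = DMSO only wells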
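Material: IRE1-XBP1 luciferase reporter CHO line / Quantity: one thousand reporter cells per well / Buffer or medium: F12 with 10% serum / Compound: 20 µM single concentration, DMSO 1% / Times: 6 h treatment, 37 °C / Detection: Steady-Glo luciferase glow luminescence, 10 min after reagent addition / Benchmarks: tunicamycin high, DMSO low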
CHOP UPR activ = apoptotic UPR (CHOP) activation | AID 449763 | 330,000 tested, 0.34% active | activation, % at 10 µM | CHO-CHOP luciferase reporter, luminescence; percent of tunicamycin response over DMSO baseline;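 active = at 10 µM dose, activation of 40% or more, normalized to positive control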;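 also: 100% = tunicamycin at 10 µg/mL and 0% = DMSO alone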
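Material: CHO-CHOP cells, stable luciferase reporter of PERK-eIF2a-CHOP signalling; quantity: 500 reporter cells seeded per well; buffer or medium: F12 medium containing 10% fetal bovine serum; compound: one dose, 10 µM in 0.5% DMSO; incubation: 6 h compound treatment, 37 °C; measured by: Steady-Glo luciferase luminescence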
APJ antag = antagonists of human APJ apelin receptor. CHO-K1 APJ beta-arrestin complementation, luminescence. inhibition, % at 20 µM. 330,000 tested, 0.32% active. AID 2521;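 active = inhibition above about 40% at 20 µM, limit read from the data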;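 also: cells challenged with 10 nM apelin-13 agonist together with compound; plate controls were apelin-13 plus DMSO wells for no effect and DMSO wells lacking apelin-13 for full effect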
Active calls of the source: *; · = no result given. Some of the compounds tested; count on the stated rates, not on these rows.

Below each SMILES – EBI2 antag	Mdm2-MdmX inh	CCR6 antag	tim23-1 inh	CXCR6 inh	CHOP UPR activ	UPR XBP1 act	APJ antag	APJ ag
COc1ccccc1N(CC(=O)NC1CCCCC1)C(=O)CCC(=O)Nc1nccs1
 : -5	11	7	3	0	0.3	3	18	-5
O=c1c2c(c(-c3ccccc3)nn1Cc1ccccc1)CCCC2
 : -25	18	19	20	1	0.7	-5	14	-3
COC(=O)Cc1c[nH]c2ccc(OCC(O)CNC(C)C)cc12 (stereo unspecified)
 : -5	-17	-5	-10	0	-0.1	5	1	1
COc1ccc(OC)c(/C=N/N=C2\SCC(=O)N2Cc2ccco2)c1
 : 10	-8	10	26	6	2.7	2	-9	0
CCOC(=O)C/C(C)=N/NC(=O)CNc1cccc(Cl)c1C
 : -5	24	32	-2	21	2.3	-1	8	-4
COc1ccc(-c2nnc(SCC(=O)N3CCOCC3)o2)cc1OC
 : 0	-17	1	8	-2	0.4	-1	15	-3
CCCCOc1ccc(C(=O)Nc2ccc3c(c2)C(=O)NC3=O)cc1
 : 0	10	3	9	-5	-1.0	3	-4	1
CN(C)S(=O)(=O)N1CCN(CC(O)COc2ccc3cc(Br)ccc3c2)CC1 (stereo unspecified)
 : 85*	8	-7	36	-14	-3.6	-5	1	2
O=C(Cc1ccc(F)cc1)N[C@@H]1c2ccccc2CC[C@H]1OCc1ccccc1
 : 3	3	34	12	-8	1.8	1	·	·
CCC(=O)c1ccc(N2CCN(S(=O)(=O)c3ccccc3)CC2)c(F)c1
 : -8	-7	5	2	4	4.2	5	3	-2
Cc1ccc(SC(c2ccccc2)C(Cn2cncn2)C(=O)c2ccccc2)cc1 (stereo unspecified)
 : 9	60*	-7	-6	10	-0.1	-4	-10	-3
Cc1nn(-c2ccccc2)c(C)c1C(=O)Nc1nnc(-c2ccco2)o1
 : -4	3	8	5	-8	0.0	-1	-8	3
Cc1ccc(N2CC(C(N)=O)CC2=O)cc1 (stereo unspecified)
 : -25	-11	-3	3	-2	-2.0	2	-6	0
O=C(O)CCc1ccc(-c2ccc(Cl)cc2)n1CC(=O)Nc1ccccc1
 : -1	-5	2	16	-1	-0.8	3	-19	-2
CC1CCN(CCCNC(=O)CN2C(=O)CSc3ccc(S(=O)(=O)N4CCOCC4)cc32)CC1
 : -1	12	-7	2	-2	4.1	0	18	1
CCOC(=O)c1ccc(S(=O)(=O)N2CCN(CC3CC=CCC3)CC2)cc1 (stereo unspecified)
 : 10	16	28	-12	-10	-1.1	-1	20	-5
CCN(CC)c1nc(SCCOC(=O)Nc2ccccc2)nc(N(CC)CC)n1
 : 17	18	21	8	-2	0.1	4	12	2
COc1ccccc1-c1ccc(NC2CCCC2)nn1
 : -24	-47	-1	12	5	3.9	12	-8	-1
Cc1c(NC(=S)NC(=O)c2sc3ccccc3c2Cl)cccc1C(=O)O
 : -7	-30	28	22	26	-2.7	-5	25	-5
CCn1nnnc1SCC(=O)N1CCCCC1
 : -3	10	-1	16	8	0.7	1	3	6
CC(Sc1nncs1)C(=O)NC1CCCCC1C (stereo unspecified)
 : 5	-3	-6	4	-13	3.2	-7	8	3
O=S(=O)(NCc1cc(-c2ccccc2Cl)no1)c1ccccc1
 : 6	14	7	23	3	0.9	2	8	1
N#C/C(=C\c1ccccc1)C(=O)NCCN1CCOCC1
 : -10	24	-6	44	-14	-1.3	-1	3	0
CN(C)CCNc1cc(-c2ccncc2)nc2ccccc12
 : 5	-2	23	-5	-2	-1.4	0	-2	-3
COc1ccc(NC(=O)N2CCCc3cccc(C)c32)cc1
 : -9	-20	2	15	-2	2.7	0	3	-2
O=C(CSc1ccc(-c2ccco2)nn1)c1cccc([N+](=O)[O-])c1
 : -8	-15	-17	-22	-11	2.6	-1	-7	-3
C/C(=N\NC(=O)c1ccccc1Br)c1ccc(N2CCOCC2)cc1
 : 3	-44	0	11	14	1.1	2	3	1
COc1ccc(CCNC(=O)C2CCN(C(=O)c3ccc(F)cc3)CC2)cc1
 : -4	6	15	-2	-6	1.5	-2	12	-3
Cc1cc(C)c2nc(NC(=O)c3ccc4c(c3)OCO4)sc2c1
 : -6	30	-1	22	2	4.1	-4	2	1
Oc1c(N=NC(=S)Nc2ccccc2F)c2ccccc2n1Cc1ccc(F)cc1
 : 11	59*	16	19	10	-1.6	1	-20	-1
CCC(C)NC(=O)c1ccc(NC(=O)CC2SC(N3CCCCC3)=NC2=O)cc1 (stereo unspecified)
 : -1	4	-2	12	-5	3.0	0	13	-1
Cc1ccc(OCCNC(=O)c2ccc3c(c2)OCO3)cc1
 : 20	-1	-1	9	-5	2.2	1	3	4
O=C(CCn1cnc2ccccc2c1=O)Nc1ccc(Cl)c(Cl)c1
 : 9	14	-6	-16	-13	-1.6	1	-4	0
Cc1cc(NC(=O)Cn2cnc3c(nnn3-c3cccc(F)c3)c2=O)no1
 : -16	-13	-5	4	-10	0.8	-2	8	-4
O=C(Cc1nc(-c2ccc([N+](=O)[O-])cc2)cs1)Nc1ccccc1
 : -2	31	10	18	-6	-0.5	0	-2	5
O=C(Cc1ccc2c(c1)CCCC2)Nc1ccccc1Br
 : 6	13	-7	9	4	3.2	-1	0	-3
CCCn1c(SCC(=O)NC(C)(C)C)nnc1-c1ccco1
 : -8	18	3	4	-7	-0.3	-1	9	-3
COC(=O)c1ccc(COC(=O)CNC(=O)c2ccc(C)s2)cc1
 : -7	-26	17	22	7	1.5	-1	-38	-1
Cc1ccc(C)c(N=Cc2c(O)c3ccccc3oc2=O)c1
 : 0	29	14	13	4	61*	55*	10	-4
CCOC(=O)c1ccc(Nc2ccc(-c3ccc(OC)c(OC)c3)nn2)cc1
 : 16	11	6	6	0	2.6	7	-17	6
CCOCc1nnc(NC(=O)c2cc(OC)c(OC)cc2[N+](=O)[O-])s1
 : 1	14	18	-3	4	-1.3	-2	5	-2
Cc1cc(NC(=O)COC(=O)COc2cccc3c2OC(C)(C)C3)no1
 : -5	9	3	3	-3	0.2	-2	-3	-2
CCOc1ccc(OCC(=O)N(C)c2c(N)n(Cc3ccccc3)c(=O)[nH]c2=O)cc1
 : 3	7	6	-6	5	1.0	-1	-32	-4
CCCCc1cc(=O)oc2cc(OCC(=O)NC3CCN(Cc4ccccc4)CC3)ccc12
 : -4	34	19	-4	9	-1.0	-8	15	-10
CC1(C)Cc2c(C#N)c(N3CCOCC3)nc(-c3ccccc3)c2CO1
 : -5	-12	-4	9	1	-2.9	-2	-5	3
Cc1ccc(S(=O)(=O)N2CCN(C(=O)CN3C(=O)c4ccc([N+](=O)[O-])cc4C3=O)CC2)c(C)c1
 : -37	23	-12	3	-9	3.2	-3	-68	21
CSc1nnc(NC(=O)C2CCCCC2)s1
 : -8	-10	10	9	-3	2.5	-2	-64	-1
CCc1ccccc1NC(=O)NCc1cccnc1
 : 3	18	1	-2	4	-0.9	-2	-10	-3
O=C(Nc1cccc(NC(=O)c2ccc(Br)cc2)c1)c1ccccc1
 : 6	44	7	1	-14	4.5	-1	11	-4
CC(C)CC(=O)NNC(=S)NCc1ccco1
 : 6	17	-1	3	-8	2.2	-4	12	-3
CCOC(=O)N1CCN(C(=O)c2cc(-c3ccc(F)cc3)[nH]c2C)CC1
 : 89*	38	2	11	3	4.6	2	-1	-2
COc1ccc(NC(=O)C2CCCN(S(=O)(=O)c3ccc4c(c3)CCCN4C(C)=O)C2)cc1Cl (stereo unspecified)
 : 4	26	25	-2	7	-2.6	-2	-12	1
CS(=O)(=O)Nc1ccc(N2CCN(c3ccc(C(F)(F)F)cn3)CC2)nc1
 : -4	7	-11	4	-13	1.2	-3	-6	2
CC(C)OCCCNC(=O)c1cc2c(s1)CS(=O)(=O)C2
 : 1	14	0	-3	3	-0.8	-4	14	-4
CCSc1nnc(-c2cccnc2)n1Cc1ccco1
 : 3	-2	1	-2	-2	0.0	4	8	-2
O=C(CNS(=O)(=O)c1ccc(Br)cc1)Nc1ccc2c(c1)OCCO2
 : 5	13	2	7	0	-0.5	-2	0	-3
CCN(CC)c1cccc(OC2=NS(=O)(=O)c3ccccc32)c1
 : 1	-5	12	7	-7	-3.1	0	-12	-1
Cc1cc(C)cc(NC(=O)NCc2nnc(SCc3ccccc3)n2C)c1
 : 7	9	-2	5	-1	-1.6	-1	-16	3
COC(=O)NC(C)N1C(=O)C2C3C=CC(C3)C2C1=O (stereo unspecified)
 : -3	3	-1	-10	-24	-2.1	-1	-12	-3

10 entries from above, arranged by length of the SMILES, ascending:
Below each SMILES – EBI2 antag	Mdm2-MdmX inh	CCR6 antag	tim23-1 inh	CXCR6 inh	CHOP UPR activ	UPR XBP1 act	APJ antag	APJ ag
CCc1ccccc1NC(=O)NCc1cccnc1
 : 3	18	1	-2	4	-0.9	-2	-10	-3
CC(C)CC(=O)NNC(=S)NCc1ccco1
 : 6	17	-1	3	-8	2.2	-4	12	-3
CCSc1nnc(-c2cccnc2)n1Cc1ccco1
 : 3	-2	1	-2	-2	0.0	4	8	-2
CC(C)OCCCNC(=O)c1cc2c(s1)CS(=O)(=O)C2
 : 1	14	0	-3	3	-0.8	-4	14	-4
Cc1cc(C)cc(NC(=O)NCc2nnc(SCc3ccccc3)n2C)c1
 : 7	9	-2	5	-1	-1.6	-1	-16	3
Cc1cc(NC(=O)COC(=O)COc2cccc3c2OC(C)(C)C3)no1
 : -5	9	3	3	-3	0.2	-2	-3	-2
O=C(CNS(=O)(=O)c1ccc(Br)cc1)Nc1ccc2c(c1)OCCO2
 : 5	13	2	7	0	-0.5	-2	0	-3
CS(=O)(=O)Nc1ccc(N2CCN(c3ccc(C(F)(F)F)cn3)CC2)nc1
 : -4	7	-11	4	-13	1.2	-3	-6	2
COc1ccc(NC(=O)C2CCCN(S(=O)(=O)c3ccc4c(c3)CCCN4C(C)=O)C2)cc1Cl (stereo unspecified)
 : 4	26	25	-2	7	-2.6	-2	-12	1
Cc1ccc(S(=O)(=O)N2CCN(C(=O)CN3C(=O)c4ccc([N+](=O)[O-])cc4C3=O)CC2)c(C)c1
 : -37	23	-12	3	-9	3.2	-3	-68	21
